ERK EGF block = EGF-driven ERK pathway inhibition | HEK293-V1b, EGF-stimulated phospho-ERK AlphaScreen | AID 1454 | 0.41% of 130,000 active | Potency, µM (titrated, usually from 11.5 µM), for inactives: at the highest dose activity change, negative = inhibition, most hits filed as inhibitors; active = well fitted inhibition curve with a large enough effect; inconclusive = small, poorly fitted or top-dose-only effect, or effect the other way;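 also: plate controls were stimulated vehicle wells for no effect and unstimulated vehicle basal for full effect; nearly all actives have a fitted effect of over 55% in size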
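HEK293 cells stably expressing V1b receptor, serum-reduced (1% FBS) overnight, pretreated 30 min with compound, then stimulated 5 min with 25 nM EGF; phospho-ERK detected by AlphaScreen SureFire. AC50 from Hill fits, normalized to DMSO and EGF.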
Active calls of the source: *; ? = inconclusive; & = joins results of further samples; [ ] = remark or other dose. Potency is read from the fitted curve at half-maximal effect. An excerpt. The share of hits here may be higher or lower than overall.

| SMILES | ERK EGF block |
| --- | --- |
| Cn1ncc(N=Cc2ccccc2[N+](=O)[O-])c1C(N)=O | -8%[57.5 µM] |
| COc1ccc(N(CC(=O)N/N=C/c2ccc3c(c2)OCO3)S(=O)(=O)c2ccccc2)cc1 | -10% |
| CNC(=O)C1CC(=O)N(CCc2ccccc2)C(=Nc2ccc(OC)cc2)S1 (stereo not drawn) | 5% |
| O=C(CNC(=O)c1ccco1)N/N=C/c1c[nH]c2ccccc12 | -5% |
| Cc1ccc(/C=C/C(=O)O)cc1S(=O)(=O)Nc1ccc(C(=O)O)cc1 | 2%[57.5 µM] |
| CC(=O)OCC1(C)CN(c2ccccc2)N(C(=O)c2ccc(F)cc2)C1=O (stereo not drawn) | 4% |
| COc1ccc(-c2[nH]n(-c3ccc([N+](=O)[O-])cc3)c(=O)c2C=NCc2ccncc2)cc1 | 8% |
| O=C(CN(Cc1ccco1)C(=O)CNS(=O)(=O)c1ccc(Cl)cc1)NCC1CCCO1 (stereo not drawn) | -3%[57.5 µM] |
| COc1ccccc1NC(=O)CC1S/C(=N/N=C2\CCCc3ccccc32)NC1=O (stereo not drawn) | -19% |
| O=C(CN1N=C(c2ccccc2)CCC1=O)NCc1ccco1 | 7% |
| CCOc1cc(CNc2nn[nH]n2)ccc1OCC(=O)NC(C)(C)C | -3% |
| CCOc1ccc(-c2c(=O)n(OCc3ccccc3Br)c3ccccc3[n+]2[O-])c(OCC)c1 | -5% |
| COCCN1C(=O)c2ccccc2C(C(=O)N2CCN(c3ccccn3)CC2)C1c1ccc(F)cc1 (stereo not drawn) | 4% |
| CC1CCN(c2ccccc2NC(=O)c2ccc(C#N)cc2F)CC1 | 7% |
| Cc1nc2ccccn2c1C(=O)N/N=C/c1cc(C)n(-c2ccc(Cl)cc2)c1C | 8% |
| O=C(CSc1nc(-c2ccc(F)cc2)cc(C(F)(F)F)n1)Nc1ccc2c(c1)OCO2 | 1% |
| COc1ccc(N2CCN(S(=O)(=O)c3ccc(C(=O)NC4CCCC4)cc3)CC2)cc1 | -5% |
| O=C(NCCCl)Nc1cccc(Br)c1 | -11% |
| CCC(C)[C@H](NC(=O)OC(C)(C)C)C(=O)N/N=C/c1ccc2cc(OC)ccc2n1 (stereo partly drawn) | 7% |
| C/C(=N\NC(=O)CSc1nc2ccccc2o1)c1ccc(O)cc1 | -5% |
| CC(=O)NCC1(O)CCCC(C)C1 (stereo not drawn) | 1%[57.5 µM] |
| CCOC(=O)C1(Cc2cccc(F)c2)CCN(C(=O)Cn2cnnn2)CC1 | -17%[57.5 µM] |
| O=[n+]1cc(-c2ccc(Cl)cc2)n([O-])c2c1CCCCC2 | 13% |
| Fc1ccc(N2CCN(Cc3cnc(N4CCOCC4)s3)CC2)cc1 | -13% |
| O=C(Nc1ccc(S(=O)(=O)Nc2ncccn2)cc1)c1ccccc1NS(=O)(=O)c1ccc(Cl)cc1 | 2%[57.5 µM] |
| Nc1nc(=S)c2ncn(C3CCCC3)c2[nH]1 | -11%[57.5 µM] |
| COc1ccc(N=Cc2ccc(-c3ccccc3)o2)cc1 | 12% |
| CCOC(=O)c1c(NC(=O)C2CC=CCC2C(=O)O)sc(C)c1CC (stereo not drawn) | 6% |
| COc1ccc(/C=C2\SC(=O)N(CCNC(=O)C3CC4C=CC3C4)C2=O)cc1 (stereo not drawn) | -5% |
| COc1ccc(Cc2[nH]n3c(=O)c(Cl)c(C)nc3c2-c2ccccc2)cc1 | 5% |
| O=C(/C=C/c1ccc(Cl)c([N+](=O)[O-])c1)c1ccc(O)cc1 | 2%[57.5 µM] |
| O=C(CSc1cccc[n+]1[O-])Nc1cccc(S(=O)(=O)NC2=NCCCCC2)c1 | 3% |
| CC(C)(C)NC(=O)CSc1nc(N)c(-c2ccccc2)c(=O)[nH]1 | -1% |
| O=C(O)CC(NC(=O)C(F)(F)F)c1ccc2c(c1)OCO2 (stereo not drawn) | -5% |
| CC(=O)c1ccc(NC(=O)C(Cc2ccccc2)n2cccc2)cc1 (stereo not drawn) | 2%[57.5 µM] |
| NS(=O)(=O)c1ccc(N/N=C/c2ccccc2Br)cc1 | -7% |
| COCCCNC(=O)/C(C#N)=c1\s/c(=C\c2ccccc2OC(F)F)c(=O)n1CCCOC | -2% |
| O=S(=O)(Nc1cccc(-c2nnco2)c1)c1ccc(F)cc1F | 1%[57.5 µM] |
| O=C(CSc1nnc(SCc2ccccc2Cl)s1)N/N=C/c1c[nH]c2ccccc12 | 6% |
| CCOC(=O)c1cnc2c(C)cccc2c1Nc1cccc(C(=O)O)c1 | -9%[57.5 µM] |
| COCCOC(=O)C1=C(N)OC2=C(C(=O)CCC2)C1c1cccnc1 (stereo not drawn) | ? |
| OCCCc1nc2ccccc2[nH]1 | 3% |
| COC(=O)C1NN=C(C(=O)c2ccc(Br)cc2)C1c1cccc(Br)c1 (stereo not drawn) | 3% |
| Cc1cc(=O)oc2cc(OCC(=O)N/N=C/c3ccccc3[N+](=O)[O-])ccc12 | 11% |
| O=C1Nc2ccccc2C1Cc1ccccn1 (stereo not drawn) | 7%[57.5 µM] |
| O=C(c1cccc([N+](=O)[O-])c1)N1CCN(c2ccccn2)CC1 | -5% |
| CCC(CC)C(=O)c1c[nH]c(C(=O)NCc2cccnc2)c1 | -3% |
| O=C(COc1ccc2ccccc2c1)NNC(=O)c1cnccn1 | 8% |
| COc1ccccc1CC(NC(C)=O)C(=O)NC1CCN(C(=O)c2ccc([N+](=O)[O-])cc2)CC1 (stereo not drawn) | -6% |
| O=C(O)Cc1ccc(N=Nc2c(O)c(C(=O)O)cc3ccccc23)cc1 | ? |

The list continues.
| SMILES | ERK EGF block |
| --- | --- |
| CCCCCCOc1ccc(C(CC(N)=O)C(=O)O)cc1 (stereo not drawn) | 5% |
| O=C(CCc1ccccc1)N1CCN(c2ccc(F)cc2)CC1 | 0% |
| Oc1ccc(-c2nc(=S)[nH][nH]2)cc1 | 14% |
| Cc1cccc(S(=O)(=O)Nc2ccc(-c3cn4ccccc4n3)cc2)c1 | -1% |
| N#Cc1c(-c2cccs2)nc(SCc2ccc(Cl)cc2)[nH]c1=O | 8% |
| CN(Cc1ccccc1)C(=O)c1nn2cccnc2c1Cl | 0% |
| CCNC(=S)NCc1ccco1 | 2% |
| C=CCn1c(Cc2ccccc2)n[nH]c1=S | -17% |
| O=C(NCc1ccccn1)C1CC(c2ccccc2Cl)=NO1 (stereo not drawn) | -2% |
| NC(=O)c1ncn([C@@H]2O[C@H](CO)[C@@H](O)[C@H]2O)c1O | 4% |
| Cc1cccnc1CCNC(=O)CC1C(=O)NCCN1CC1CCCCC1 (stereo not drawn) | -3% |
| O=C(Nc1ccc2nc3ccccc3nc2c1)c1ccc(Br)cc1 | 3% |
| COc1ccccc1N1C(=O)S/C(=C\c2cc(C)n(C)c2C)C1=O | -4% |
| Cc1cc(Cl)ccc1OC(C)C(=O)Nc1ccc([N+](=O)[O-])cn1 (stereo not drawn) | ? |
| Cc1ccc(CNc2ncnc(N)c2[N+](=O)[O-])cc1 | -3% |
| COC(=O)c1c(C)oc(C)c1S(=O)(=O)N1CCCC1 | 3%[57.5 µM] |
| CCOc1ccc(NC(=O)c2nn(-c3ccc(OC)cc3OC)c(=O)c3ccccc23)cc1 | -3% |
| O=C(CSCc1ccc(Cl)cc1)NCCSCc1ccco1 | -3%[57.5 µM] |
| CC(=O)N1CC2(c3ccccc3)CN(C(C)=O)CC(c3ccccc3)(C1)C2=O | 2% |
| Cc1ccc(CN2CCC(N3CCC(C(=O)NCC4CCCO4)CC3)CC2)o1 (stereo not drawn) | ? |
| CC(C)=NNC(=O)CN1C(=O)NC2NC(=O)NC21 (stereo not drawn) | 12% |
| Cc1cc(C(F)(F)F)n2nc(C)c(-c3ccc(Cl)cc3)c2n1 | -4% |
| Cc1ccc(C(=O)NC(=S)Nc2ccc(CN3CCCCC3)cc2)c(C)c1 | -1% |
| O=C(O)c1cccc(N/N=C/c2ccc(F)c(F)c2)c1 | 3% |
| CCOC(=O)c1nn(-c2ccc(C)cc2)c(=O)c2c(N)scc12 | -1% |
| O=C(CCc1[nH]c2ccccc2c1Sc1ccccc1)NCCO | 2% |
| O=c1c2ccccc2nc(SCc2ccccc2F)n1C1CCCC1 | -2% |
| COc1ccc(Nc2nnc(SCC(=O)NC(=O)Nc3ccc4c(c3)OCCO4)s2)cc1 | -20% |
| NS(=O)(=O)c1ccc(CCNC(=O)CN2CCN(c3ccc(F)cc3)CC2)cc1 | 7% |
| O=C(COc1cccnc1[N+](=O)[O-])NCCc1ccc(Cl)cc1 | 3% |
| CCOP(=O)(C1=C(O)C(=O)C(C(C)(C)C)=CC1=O)c1ccccc1 (stereo not drawn) | 4% |
| COCCNC(=O)c1c(N)n(/N=C/c2ccc(F)cc2)c2nc3ccccc3nc12 | -4%[57.5 µM] |
| Cc1cccc(N(C(=O)c2nsc(Cl)c2Cl)C(C(=O)NC2CCCC2)c2ccc(O)cc2)c1 (stereo not drawn) | 5% |
| CCn1c(SCC(=O)Nc2ccc(-c3nc4ccc(C)cc4s3)cc2)nnc1-c1ccccc1 | 2% |
| O=C(NNS(=O)(=O)c1ccc(F)cc1)c1sccc1-n1cccc1 | 5% |
| COc1ccc(S(=O)(=O)N2c3ccccc3OCC2C)cc1 (stereo not drawn) | -2% |
| CC1CCN(c2c(NCC3CCC(C(=O)NCCc4ccc(Cl)cc4)CC3)c(=O)c2=O)CC1 (stereo not drawn) | 1%[57.5 µM] |
| CC(Oc1cccc(Cl)c1)C(=O)NCc1ccc(S(N)(=O)=O)cc1 (stereo not drawn) | -5% |
| Cc1cc(/C=C2\NC(=S)N(C)C2=O)ccc1N1CCCC1 | -3% |
| Cc1ccccc1NC(=O)COC(=O)c1ccc(S(C)(=O)=O)c([N+](=O)[O-])c1 | -4% |
| CCc1nc2ccccc2c(C(=O)OC2CCCCC2=O)c1C (stereo not drawn) | -2% |
| CC1=C(c2ccccc2)C(=S)NC(C)(C)C1 | -2%[57.5 µM] |
| CC(CC(=O)C1C(C)C=CCC1(C)C)NNC(N)=O (stereo not drawn) | 0% |
| COc1ccccc1N1C(=O)CC(Sc2ncccc2C(=O)O)C1=O (stereo not drawn) | 2% |
| O=C(CSc1nnnn1-c1ccccc1)Nc1ccc(N2CCOCC2)cc1 | 1% |
| CCC(C)(C)NC(=O)C(c1ccc(OC)cc1)N(Cc1ccco1)C(=O)CCC(=O)Nc1cc(C)on1 (stereo not drawn) | 0% |
| O=C(c1ccc(Cl)c(Cl)c1)N1CCC(=O)N(C(COCc2ccccc2)Cc2ccccc2)CC1 (stereo not drawn) | 0% |
| O=C(NNS(=O)(=O)c1cccc(Cl)c1Cl)c1cccc(S(=O)(=O)N2CCOCC2)c1 | 19% |
| CC1CCC(C(C)C)C(OC(=O)Cn2c(-c3ccccc3)[n+](C)c3ccccc32)C1 (stereo not drawn) | ? |
| CC(=O)Nc1ccc(C(F)(F)F)cc1Cl | -1%[57.5 µM] |

Brought forward from above: 7 entries, then new ones.
| SMILES | ERK EGF block |
| --- | --- |
| COc1ccccc1N1C(=O)CC(Sc2ncccc2C(=O)O)C1=O (stereo not drawn) | 2% |
| O=C(CSc1nnnn1-c1ccccc1)Nc1ccc(N2CCOCC2)cc1 | 1% |
| CCC(C)(C)NC(=O)C(c1ccc(OC)cc1)N(Cc1ccco1)C(=O)CCC(=O)Nc1cc(C)on1 (stereo not drawn) | 0% |
| O=C(c1ccc(Cl)c(Cl)c1)N1CCC(=O)N(C(COCc2ccccc2)Cc2ccccc2)CC1 (stereo not drawn) | 0% |
| O=C(NNS(=O)(=O)c1cccc(Cl)c1Cl)c1cccc(S(=O)(=O)N2CCOCC2)c1 | 19% |
| CC1CCC(C(C)C)C(OC(=O)Cn2c(-c3ccccc3)[n+](C)c3ccccc32)C1 (stereo not drawn) | ? |
| CC(=O)Nc1ccc(C(F)(F)F)cc1Cl | -1%[57.5 µM] |
| COC(=O)C1CC(c2c(OC)cc(OC)cc2OC)=NO1 (stereo not drawn) | 4% |
| Cc1cc(C)c(C(=O)OCC(=O)NCc2cccs2)c(C)c1 | 5% |
| CC1(C)C(=O)Nc2ccccc2N1C(=O)COC(=O)c1cc([N+](=O)[O-])ccc1N | -7% |
| CCOC(=O)N1CCN(C(=O)C2CCN(C(=O)c3cc4sccc4n3CC)CC2)CC1 | -7% |
| Cc1ccc(-c2nnn(CC(=O)N(CC3CCCO3)C(C(=O)NCC3CCCO3)c3ccc(F)cc3)n2)o1 (stereo not drawn) | 10% |
| COc1cnc(-c2ccccn2)nc1Oc1ccc(F)cc1F | -3% |
| O=[N+]([O-])c1cc2oc3c(c2c(C=NCc2ccccc2)c1O)CCCC3 | -3% |
| CC(=O)N1CCN(Cc2nc3cc(NC(=O)c4ccccc4Cl)ccc3n2C)CC1 | -5% |
| Cc1ncoc1C(=O)N1CCc2c([nH]c3ccccc23)C1C(C)(C)C (stereo not drawn) | -2% |
| O=C(OCc1cccc([N+](=O)[O-])c1)c1cnccn1 | -4% |
| COc1c(C)cc(Br)cc1C(=O)Nc1ccccc1C | -18% |
| COC[C@@H](O)[C@@H](OC)[C@H](OC)[C@H](Cc1c(OC)cc(OC)cc1OC)OC | 0% |
| CCCc1nc2c(sc3nc4c(cc32)COC(C)(C)C4)c(=O)o1 | -4% |
| CCC(=O)NC(c1cccs1)c1cc([N+](=O)[O-])c2cccnc2c1O (stereo not drawn) | -6% |
| CCOC(=O)C1(CCc2ccccc2)CCN(Cc2cnc(N(C)C)s2)CC1 | ? |
| COc1ccc(CN=Nc2cc(C)nc(NS(=O)(=O)c3ccccc3Cl)n2)cc1 | -5% |
| O=C(c1csnn1)N1CCC2(CC1)CN(c1cccc(-c3ccccc3)c1)C2 | -4% |
| O=C(O)C1CC(O)CN1C(=S)Nc1ccccc1 (stereo not drawn) | -4% |
| Cc1cc(C)c(C#N)c(SCC(=O)c2ccccc2)n1 | -6% |
| Cc1nc(NCc2ccccc2)c2nc(-c3ccccc3)n(CCN3CCOCC3)c2n1 | -1% |
| O=C(O)Cc1csc(-c2cccc(Oc3ccccc3)c2)n1 | 2%&2%[57.5 µM] |

Screens from PubChem BioAssay.
